PfG6PD inh: PfG6PD (Plasmodium falciparum) enzyme inhibition; PfGluPho enzyme, NADPH resazurin-diaphorase fluorescence; inhibition, % at 20 µM; 0.78% of 350,000 active;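 active = inhibition reaching at least a set limit at 20 µM in the primary screen, cut at about 59% in these data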;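 note: 0% = DMSO wells with substrate and 100% = DMSO wells lacking glucose-6-phosphate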
HKDC1 inhibitor: HKDC1 (human) hexokinase inhibition; AID 493160; recombinant HKDC1, G6PDH/diaphorase resazurin coupled fluorescence; inhibition, % at 20 µM; 0.16% of 340,000 active;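 active = inhibition above about 35% when tested at 20 µM, limit read from the data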;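 note: plate controls were DMSO wells with enzyme for no effect and DMSO wells lacking enzyme for full effect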
Target sequence (Q2TB90 whole entry, looked up): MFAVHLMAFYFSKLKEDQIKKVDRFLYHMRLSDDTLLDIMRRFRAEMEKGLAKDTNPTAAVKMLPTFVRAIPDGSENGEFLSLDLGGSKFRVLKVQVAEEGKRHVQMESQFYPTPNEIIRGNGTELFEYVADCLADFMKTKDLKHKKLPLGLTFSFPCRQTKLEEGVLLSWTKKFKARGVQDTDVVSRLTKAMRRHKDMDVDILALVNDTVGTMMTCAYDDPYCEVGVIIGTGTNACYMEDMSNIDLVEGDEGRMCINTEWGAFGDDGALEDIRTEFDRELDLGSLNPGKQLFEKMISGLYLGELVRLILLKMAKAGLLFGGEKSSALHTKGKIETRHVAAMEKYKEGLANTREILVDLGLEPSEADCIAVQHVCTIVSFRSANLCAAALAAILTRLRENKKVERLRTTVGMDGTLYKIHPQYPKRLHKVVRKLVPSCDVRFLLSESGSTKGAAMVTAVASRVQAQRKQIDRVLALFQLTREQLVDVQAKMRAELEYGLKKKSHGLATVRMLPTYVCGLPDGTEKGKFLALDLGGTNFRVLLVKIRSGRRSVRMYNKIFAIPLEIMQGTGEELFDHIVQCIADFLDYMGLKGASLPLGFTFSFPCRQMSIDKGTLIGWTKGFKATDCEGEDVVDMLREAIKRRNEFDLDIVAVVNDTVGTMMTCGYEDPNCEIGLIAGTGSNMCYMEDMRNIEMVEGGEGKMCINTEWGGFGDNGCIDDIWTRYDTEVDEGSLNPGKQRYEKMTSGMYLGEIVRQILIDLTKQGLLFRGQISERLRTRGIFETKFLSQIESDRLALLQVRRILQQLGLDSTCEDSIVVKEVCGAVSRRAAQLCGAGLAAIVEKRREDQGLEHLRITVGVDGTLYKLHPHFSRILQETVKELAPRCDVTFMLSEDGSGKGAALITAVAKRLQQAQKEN
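Test system: Recombinant HKDC1 (HK5) hexokinase enzyme, produced in-house | Input: HKDC1 at 5 µg/mL | Buffer or medium: Tris pH 8.0 buffer with MgCl2, Tween-20, BSA, BME | Schedule: 90 min reaction incubation at room temperature, dark | Technique: Resazurin-to-resorufin fluorescence via G6PDH and diaphorase coupling, 525/613 nm | Controls: DMSO wells with and without enzyme mix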
mIAP inh: blocks mouse intestinal alkaline phosphatase. purified mouse IAP, CDP-Star luminescence, 30 min. 0.2% of 330,000 active. inhibition, % at 10 µM;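 active = inhibition of at least 40% at 10 µM in the primary screen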;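 note: plate controls were DMSO with enzyme for no effect and no enzyme wells for full effect; values of inactives mirror those of a sister screen read the other way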
APOBEC3A inh: inhibitors of human APOBEC3A DNA deaminase | P31941 | 0.41% of 330,000 active | inhibition, % at 20 µM | AID 493011 | recombinant A3A, FAM/TAMRA ssDNA deamination fluorescence;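 active = at least 40% inhibition at 20 µM here, with at most 30% in a related deaminase screen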;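 note: plate controls were A3A with DMSO for no effect and wells lacking A3A enzyme for full effect; some results filed as inactive read as strong as hits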
Target sequence (P31941 whole entry, looked up): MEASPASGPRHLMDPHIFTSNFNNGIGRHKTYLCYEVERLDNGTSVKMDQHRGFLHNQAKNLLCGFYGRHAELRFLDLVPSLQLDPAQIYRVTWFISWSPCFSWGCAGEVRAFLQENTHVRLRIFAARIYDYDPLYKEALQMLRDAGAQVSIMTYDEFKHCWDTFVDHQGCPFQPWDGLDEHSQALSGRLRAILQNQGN
hIAP inh: blocks human intestinal alkaline phosphatase; purified IAP, CDP-Star luminescence, 30 min; P09923; inhibition, % at 10 µM; AID 2544; 0.12% of 330,000 active;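 active = inhibition reaching a set limit with compound at 10 µM in the primary screen, cut at about 35% in these data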;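 note: plate controls were DMSO wells with enzyme for no effect and no-enzyme buffer wells for full effect; values of inactives mirror those of a sister screen read the other way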
ATG4B inh: ATG4B (human) cysteine protease inhibition; inhibition, % at 8.33 µM; Q9Y4P1; 0.51% of 340,000 active; AID 504462; ATG4B cleavage of LC3-PLA2, NBD-HPC fluorescence, 1 h; in the data active = inhibition above about 40%
mIAP activ: increases mouse intestinal alkaline phosphatase activity; 0.24% of 330,000 active; activation factor at 10 µM; muIAP, CDP-Star luminescence, 30 min; hits give high values; 1 = vehicle-only enzyme signal, 0 = enzyme-free wells;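 active = activation factor of at least 2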; note: the source names both 10 and 20 µM as test concentration; values of inactives mirror those of a sister screen read the other way
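also added = chemiluminescent substrate CDP-Star | test system = mouse IAP enzyme | signal = chemiluminescence readout | compound = DMSO-dissolved test compounds | incubation = 30 min at room temperature | benchmarks = DMSO wells, no-enzyme wells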
hIAP activ: human IAP activation; P09923; purified human IAP, CDP-Star luminescence, 30 min; hits give high values; 1 = vehicle-only enzyme, 0 = enzyme-free background; activation factor at 10 µM; 0.16% of 330,000 active; AID 2524;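 active = activation factor of the enzyme at least 2-fold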; note: the source names both 10 and 20 µM as test concentration; values of inactives mirror those of a sister screen read the other way
The depositor's hits bear a star; & = joins results of further samples.

Start of the listing, in advance (4 entries):
SMILES	PfG6PD inh	HKDC1 inhibitor	mIAP inh	APOBEC3A inh	hIAP inh	ATG4B inh	mIAP activ	hIAP activ
CCCC(=O)NC(=S)Nc1cccc(NC(=O)c2ccccc2Cl)c1	19	17	1	-2	1	0	0.99	0.99
CCCN1Cc2cccc(C(=O)N3CCN(c4ccc(OC)cc4)CC3)c2C1=O	-6	-5	0	0	3	-5	0.99	0.97
Cc1coc2c(C)c3oc(=O)c(CC(=O)N[C@@H](CC(C)C)C(=O)O)c(C)c3cc12	-3	1	-4	-3	-9	-9	1	1.1
COC(=O)C1C(=O)C2=C(CC1C)Nc1ccccc1NC2c1cccs1 (stereo not given)	2	-11	0	-2	12	-1	0.99	0.88

The list itself, repeating the preview:
SMILES	PfG6PD inh	HKDC1 inhibitor	mIAP inh	APOBEC3A inh	hIAP inh	ATG4B inh	mIAP activ	hIAP activ
CCCC(=O)NC(=S)Nc1cccc(NC(=O)c2ccccc2Cl)c1	19	17	1	-2	1	0	0.99	0.99
CCCN1Cc2cccc(C(=O)N3CCN(c4ccc(OC)cc4)CC3)c2C1=O	-6	-5	0	0	3	-5	0.99	0.97
Cc1coc2c(C)c3oc(=O)c(CC(=O)N[C@@H](CC(C)C)C(=O)O)c(C)c3cc12	-3	1	-4	-3	-9	-9	1	1.1
COC(=O)C1C(=O)C2=C(CC1C)Nc1ccccc1NC2c1cccs1 (stereo not given)	2	-11	0	-2	12	-1	0.99	0.88
Cc1ccc(S(=O)(=O)/N=C2/NC(=O)/C(=C/c3ccccc3)S2)cc1	-11	1	12	-3	14	18	0.88	0.86
CN(C)CC(C)(C)CNCc1cc(=O)oc2ccc3ccccc3c12	-10	-2	6	0	13	3	0.94	0.87
CCOc1ccccc1CNC(=O)CCc1cn(CC)c2ccccc12	3	3	-8	-6	9	4	1.1	0.91
S=C(NCCC(c1ccccc1)c1ccccc1)Nc1ccc(Cl)cc1	10	-3	-491	-5	-15	-3	5.9*	1.1
Cc1cc(N2CCN(C)CC2)nc2ccc(NC(=O)CCC(=O)NCCC(C)C)cc12	-3	-1	-6	1	-5	-10	1.1	1
O=C(/C=C/c1ccc(F)cc1)Nc1ccc(S(=O)(=O)Nc2ncccn2)cc1	15	-7	3	1	-3	-8	0.97	1
Cc1ccc(S(=O)(=O)c2ccc(Cl)cc2)cc1S(=O)(=O)NC(C(=O)O)C(C)C (stereo not given)	-15	-3	-6	-5	-2	19	1.1	1
N#CC1=C(N)OC2=C(C(=O)CCC2)C1c1ccccc1 (stereo not given)	-6	-8	0	0	16	1	1	0.84
COc1ccc(CCNC(=O)CCC(=O)n2ncc3cc(C)ccc32)cc1OC	-18	1	-8	2	6	5	1.1	0.94
COc1ccc(S(=O)(=O)NC2(C(F)(F)F)N=C3SCCN3C2=O)cc1 (stereo not given)	-11	1	6	-4	17	7	0.94	0.83
CNC(=O)C1CC(=O)N(CCc2ccc(OC)c(OC)c2)C(=Nc2ccc(F)cc2)S1 (stereo not given)	10	-3	-10	-3	-26	-13	1.1	1.3
Cc1ccc(-c2csc(NC(=O)CN3CCOCC3)n2)cc1	2	-5	-12	-2	-2	-2	1.1	1
Cn1cc(SCC(=O)N2CCN(c3ccccc3)CC2)c2ccccc21	18	-7	2	-3	18	-9	0.98	0.82
O=c1nc2ccccc2c2n1CC(CN1CCN(c3ccc(F)cc3)CC1)N2 (stereo not given)	1	-4	-3	15	11	-5	1	0.89
CS(=O)(=O)N1CCN(CC(=O)NC2CCCCC2)CC1	-4	-16	4	2	12	-5	0.96	0.88
O=C1CN(C(=O)COC(=O)C2CC(=O)N(Cc3ccco3)C2)c2ccccc2N1 (stereo not given)	15	-4	7	4	6	6	0.93	0.94
O=C(NC1CC1)C1CCCN1C(=O)NC1CCCCC1 (stereo not given)	3	-12	13	-4	6	0	0.87	0.94
Cc1ccc(Cn2c(C(C)Nc3nc(C)cs3)nc3cc(Cl)c(Cl)cc32)cc1 (stereo not given)	2	1	4	-2	8	-4	0.96	0.92
NC(=O)c1cc(N2C(=O)C3CC=CCC3C2=O)ccc1N1CCCCC1 (stereo not given)	0	-13	8	-4	14	1	0.93	0.86
Cc1cc(C(=O)CSC(C)c2nc3ccccc3c(=O)[nH]2)c(C)n1C (stereo not given)	4	-2	1	-2	1	-20	0.99	0.99
Cn1nc(C(=O)NNC(=O)c2ccc(Cl)cc2)ccc1=O	-5	1	-14	0	0	2	1.1	0.99
Continued.
SMILES	PfG6PD inh	HKDC1 inhibitor	mIAP inh	APOBEC3A inh	hIAP inh	ATG4B inh	mIAP activ	hIAP activ
Cc1ccc(CS(=O)(=O)Cc2ccc(C(=O)NCCCN3CCOCC3)o2)cc1	-7	6	-1	-5	1	19	1	0.99
OCCN1CCN(c2nc(-c3ccccc3)c3cc(Cl)ccc3n2)CC1	4	-4	11	4	15	-2	0.89	0.85
O=C(NCC(=O)N(c1ccc2c(c1)OCCO2)C(C(=O)NC1CCCC1)c1ccco1)c1ccco1 (stereo not given)	-12	6	-12	-1	10	0	1.1	0.9
O=C(O)CC(CC(=O)Nc1ccc(Oc2ccccc2)cc1)c1ccccc1 (stereo not given)	-18	-7	10	-2	-4	-7	0.9	1
CC(=O)c1cccc(N2Cc3ccccc3C2=NC(=O)CCl)c1	0	13	8	3	-4	-8	0.92	1
Cc1cc(C)nc(SCc2cc(=O)c(OC(=O)c3cccc([N+](=O)[O-])c3)co2)n1	-17	-4	-3	0	4	14	1	0.96
CCOC(=O)NN1C(=O)c2ccccc2NC1c1ccccc1O (stereo not given)	8	-4	7	-3	-27	-5	0.93	1.3
Cc1cc2oc(C(=O)N(Cc3ccccc3)c3ccccn3)cc(=O)c2cc1Cl	3	-2	10	2	10	10	0.9	0.91
Cc1ccc(C2(C)NC(=O)N(CC(=O)Nc3c(C)n(C)n(-c4ccccc4)c3=O)C2=O)cc1 (stereo not given)	-13	-7	-4	-2	-7	3	1	1.1
O=C(CC1NC2CCCCC2NC1=O)Nc1ccc2c(c1)OCO2 (stereo not given)	-10	-8	13	-1	4	-3	0.87	0.96
COc1ccc(OCc2n[nH]c(=S)n2Cc2ccco2)cc1	29	4	0	-3	0	-7	1	1
CCOC(=O)Cn1c(=NC(=O)CC)sc2c(C)cc(C)cc21	40	-3	6	-2	17	-4	0.94	0.83
OCC1(CCCc2ccccc2)CCN(C2CCSCC2)CC1	-18	-13	-9	0	13	3	1.1	0.87
Cc1ccnc(-n2c(C)cc(C=O)c2C)c1	-11	-1	2	-4	-4	-4	0.98	1
C/C=C(/C(=C/C)c1ccc(O)cc1)c1ccc(O)cc1	-12	-3	8	-1	-9	6	0.93	1.1
O=C(CSc1nnc(-c2ccccc2Cl)o1)Oc1ccc(Br)cc1	0	-3	-10	-1	-16	-5	1.1	1.2
NC(=O)c1ccc(N2CCCCC2)c(N2C(=O)C3C4C=CC(C4)C3C2=O)c1 (stereo not given)	-6	-6	5	-10	13	-3	0.95	0.87
Cc1ccc2cc(CCNC(=O)Cc3cccs3)c(=O)[nH]c2c1	14	6	-4	-2	12	-12	1	0.88
COc1ccc(CCNC(=O)CCCn2c(=O)c3cccn3c3cccnc32)c(OC)c1	-6	-5	0	-1	6	6	1	0.94
Cc1nc2scc(C)n2c(=O)c1S(=O)(=O)NCCc1ccccc1	-9	-2	-2	-1	-5	3	1	1.1
COc1ccc(CN(C)Cc2c(O)ccc3cc(Br)ccc23)cc1OC	8	13	3	-3	12	-11	0.97	0.88
Cc1ccc(C(=O)N(c2ccccn2)C(C)c2ccco2)cc1C (stereo not given)	13	-4	6	1	10	-11	0.94	0.9
COc1ccc(-n2c(SCC(N)=O)nc3sc4c(c3c2=O)CCN(C)C4)cc1	3	-1	0	-1	-8	-11	1	1.1
O=C(CSc1nnc(COc2ccccc2)o1)N1CCOCC1	-18	-1	36	0	-12	3	0.64	1.1
CC(=O)Nc1ccc(S(=O)(=O)N2CCC(C(=O)NCCC(=O)NCc3ccncc3)CC2)cc1	-4	-6	-2	16	-7	1	1	1.1
(further entries)
SMILES	PfG6PD inh	HKDC1 inhibitor	mIAP inh	APOBEC3A inh	hIAP inh	ATG4B inh	mIAP activ	hIAP activ
COc1ccc(CCNC(=O)CSc2nnc(-c3ccc(F)cc3)o2)cc1OC	4	-4	-10	2	-7	4	1.1	1.1
O=C(c1ccco1)N1CCN(C(=O)c2cc(-c3ccccc3)nc3ccccc23)CC1	-8	0	3	0	0	-15	0.97	1
COc1ccc(S(=O)(=O)NCCCN2CCCC2=O)c(OC)c1	-13	2	4	0	13	7	0.96	0.87
COc1cc2c(cc1OC)C(c1cccc([N+](=O)[O-])c1)=NCC2	-18	3	0	-4	-4	-9	1	1
COc1ccc(N(C(=O)Cc2cccs2)C(C(=O)NC2CCCCC2)c2cccn2C)cc1 (stereo not given)	0	-3	1	-2	8	-3	0.99	0.92
N#Cc1ccc(N=c2ssnc2Cl)cc1	93*	-13&-22	21&15	-2&0	-12&-13	-5&-14	0.79&0.85	1.1&1.1
COc1nc(NCc2cccnc2)nc(NC2CCCCC2)n1	5	-9	3	-1	3	3	0.97	0.97
CSCC[C@H](NC(=O)OC(C)(C)C)C(=O)N1CCC(C(=O)N[C@@H](C)C(=O)O)CC1	0	-11	-1	-3	9	-2	1	0.91
Cn1c(SCC(=O)N2CC(=O)Nc3ccccc32)nc2ccccc2c1=O	5	-1	-11	-3	-19	-5	1.1	1.2
COc1ccc(NC(=O)Nc2cccc3c2O[C@H](CN(C)C(=O)Nc2c(C)noc2C)[C@@H](C)CN([C@H](C)CO)C3=O)cc1	-4	3	-3	6	6	-8	1	0.94
Cc1ccc(CS/C(Nc2ccccc2C)=C(\C#N)C(=O)NCc2ccco2)c(C)c1	17	1	11	1	8	9	0.89	0.92
COc1cc(/C=C/C(=O)O)cc(OC)c1OC	-10	-1	-1	4	12	5	1	1
Cc1ccc(C(=O)NC2CCN(C(=O)Nc3ccccc3)CC2)cc1	-13	-5	-2	-3	-6	0	1	1.1
O=C(CSc1nnnn1-c1ccc(F)cc1)NNC(=O)c1ccco1	-17	-3	8	1	-38	3	0.92	1.4
CCOC(=O)N1CCN(Cc2nc3cc(NC(=O)CC)ccc3n2C)CC1	-7	-4	-10	1	-4	4	1.1	1
CCOc1ccc(C(=O)CCC(=O)N2CCC(C(=O)OC)CC2)cc1	5	-2	2	-2	11	-2	0.98	0.89
COC(=O)/C=C1\S/C(=N/NC(=O)c2ccc(OC)cc2)NC1=O	10	-2	19	0	-47	-3	0.81	1.5
NC(=O)c1ncc(C(F)(F)F)cc1Oc1cccc(C(F)(F)F)c1	15	-4	-3	-2	10	2	1	0.9
CC1(C)OC(=O)N(c2ccccc2)C12C=Cc1cc(Br)ccc1O2 (stereo not given)	-12	2	6	-4	-48	12	0.94	1.5
Cc1ccc(NS(=O)(=O)c2ccc3c(c2)CC(=O)N3)cc1C	-4	0	8	-2	-14	-35	0.92	1.1
COc1cc(OC)c(N(C)S(=O)(=O)c2cccc(C(=O)Nc3nnc(C4CC4)s3)c2)cc1Cl	-1	0	-2	3	-12	-6	1	1.1
O=C(CNC(=O)OCc1ccccc1)Oc1cc2oc(=O)cc(-c3ccccc3)c2cc1Cl	-41	4	-2	-5	-8	13	1	1.1
Cc1ccccc1Nc1nc(N)c2ccccc2n1	2	-8	6	-2	8	-2	0.94	0.92
COc1ccc(N(CC(=O)Nc2cc(OC)ccc2OC)S(C)(=O)=O)cc1	16	4	-1	0	7	-11	1	0.93
O=C(N/N=C/c1cccc(O)c1)C(=O)N1CCCCCC1	-13	4	8	-1	16	13	0.92	0.84
COc1cc([N+](=O)[O-])ccc1Nc1nc(C)cc(C)n1	-13	-1	-1	-1	9	-2	1	0.91

Compound activity: PubChem BioAssay, Sanford-Burnham Center for Chemical Genomics
